Assay outcomes: PubChem, several laboratories
CR mimetic SO = lowers age-related superoxide in aged yeast cells; AID 2690; S. cerevisiae aged cells, superoxide DHE fluorescence; hits give low values; hit rate 0.18% among 330,000; superoxide response (% of plate mean), % at 10 µM;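 active = superoxide response under a set limit, about three screen SD below normal, cut at about 65% in these data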;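 note: yeast aged for seven days with compound at 30 °C before DHE staining; 100% = average MFI of all compound-treated wells on the plate with controls excluded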
JMJD2C inh = inhibitors of human GASC-1 (JMJD2C) demethylase; GST-JMJD2C(1-420) H3K9me3 demethylation, DELFIA europium; hit rate 0.069% among 330,000; inhibition, % at 2.35 µM; Q9H3R0;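 active = more than half of a compound's replicate wells show inhibition beyond 50%, single wells judged on their own value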;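 note: signal counts dimethyl H3K9 product captured on neutravidin plate; 0% = median of DMSO wells and 100% = 0.3 times that DMSO median; strong numbers were not always called active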
Target sequence (Q9H3R0 1-420 limits assumed): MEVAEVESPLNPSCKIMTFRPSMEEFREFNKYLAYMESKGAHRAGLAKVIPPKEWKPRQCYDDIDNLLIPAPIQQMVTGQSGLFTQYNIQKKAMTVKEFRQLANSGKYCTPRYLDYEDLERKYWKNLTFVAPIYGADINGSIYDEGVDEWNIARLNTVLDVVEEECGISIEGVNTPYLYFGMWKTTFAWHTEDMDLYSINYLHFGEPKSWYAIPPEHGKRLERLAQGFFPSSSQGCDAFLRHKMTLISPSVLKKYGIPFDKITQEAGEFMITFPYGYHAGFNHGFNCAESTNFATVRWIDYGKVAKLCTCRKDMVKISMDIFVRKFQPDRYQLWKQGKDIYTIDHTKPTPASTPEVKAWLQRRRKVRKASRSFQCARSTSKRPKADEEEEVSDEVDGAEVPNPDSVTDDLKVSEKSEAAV
* hit, by the source's call.

[1] O=C(CC1C[C@H](C(=O)N2CCOCC2)[C@@]2(CCC3CCCC3)c3[nH]c4ccccc4c3CCN2C1=O)NCCN1CCOCC1 (stereo not given in full)
[2] C[C@H](CO)N1C[C@H](C)[C@@H](CN(C)S(=O)(=O)c2ccccc2)Oc2c(NC(=O)C3CCCCC3)cccc2C1=O
[3] C=CC[C@@H](CC(=O)N[C@@H](CO)Cc1ccccc1)C(=O)NCCOC(=O)[C@@H](CC=C)CC(=O)OC(C)(C)C
[4] COCC(=O)N(C)C[C@H]1N[C@@](Cc2ccccc2)(C(=O)OC)[C@H]2C(=O)N(C)C(=O)[C@@H]12
[5] CCc1nccn1CCC(=O)N1CCCC(N2CCN(c3cccc(Cl)c3)CC2)C1 (stereo not given)
[6] C=CC[C@H](CC(=O)N(CCO)Cc1ccccc1)C(=O)NCCOC(=O)[C@@H](CC=C)Cc1ccc(F)cc1
[7] CCN(C(=O)COC(=O)CCC(=O)c1cccs1)c1ccccc1
[8] COc1ccc2sc(-c3ccc(SC)cc3)c(C#CCO)c2c1
assay / entry	1	2	3	4	5	6	7	8
CR mimetic SO	103.7	104.7	110.0	99.9	101.2	120.3	91.0	118.8
JMJD2C inh	-46.7	26.9	-62.3	-2.6	0.2	-1.6	-1.7	-11.1

[9] Cc1ccc(C)c(NC(=O)CN(C)C(=O)COc2ccc3ccccc3c2)c1
[10] COc1ccc(-c2sc3ccccc3c2-c2ccc(OCCN3CCCCC3)cc2)cc1
[11] NC(=O)c1ccsc1NC(=O)CSc1nnc(NC2CC2)s1
[12] O=C(Nc1cccc(S(=O)(=O)N2CCCC2)c1)c1ccco1
[13] Cc1ccoc1C(=O)Nc1cccc2ccccc12
[14] C=CCN(CC=C)C(=O)Nc1cc(OC)ccc1OC
[15] CCOC(=O)C1CCN(C(=O)c2cc3cc(F)ccc3[nH]2)CC1
[16] CC1CCN(C(=O)COC(=O)CCC(=O)c2ccc(F)cc2)CC1
assay / entry	9	10	11	12	13	14	15	16
CR mimetic SO	91.9	103.2	88.2	116.8	102.1	99.8	95.0	108.0
JMJD2C inh	-4.5	-0.4	8.8	7.7	-7.7	0.2	13.2	-8.3

Brought forward from above: 3 compounds, followed by the next part.
[14] C=CCN(CC=C)C(=O)Nc1cc(OC)ccc1OC
[15] CCOC(=O)C1CCN(C(=O)c2cc3cc(F)ccc3[nH]2)CC1
[16] CC1CCN(C(=O)COC(=O)CCC(=O)c2ccc(F)cc2)CC1
[17] Cc1ccc(C(=O)NCC(=O)NCc2ccc(Cl)cc2)s1
[18] COc1ccc(-c2csc3ncnc(Sc4nnnn4C)c23)cc1
[19] CC(=O)c1c(C)[nH]c(C(=O)OCC(=O)Nc2ccc3c(c2)OCCO3)c1C
[20] CCOc1ccc(NC(=S)N2CCN(S(C)(=O)=O)CC2)cc1
[21] COc1ccc(OC)c(CN2CCN(C(=O)CNC(=O)c3ccccc3F)CC2)c1
[22] C=C(CC[C@@H](O)C(C)(C)O)[C@H]1CC[C@]2(C)[C@@H]1CCC1[C@@]3(C)CCC(=O)C(C)(C)C3CC[C@]12C (stereo not given in full)
[23] O=C(CCNS(=O)(=O)c1ccc(F)c(F)c1)NCCN1CCOCC1
[24] Cc1nc(NC(=O)COC(=O)c2ccc(CO)cc2)c(Cl)cc1Cl
assay / entry	14	15	16	17	18	19	20	21	22	23	24
CR mimetic SO	99.8	95.0	108.0	92.9	92.5	91.4	95.9	120.2	83.3	101.4	99.9
JMJD2C inh	0.2	13.2	-8.3	11.8	-8.2	4.6	-2.2	0.0	11.3	-4.4	-3.0

[25] CCC[C@@H]1C[C@@H](C(=O)N[C@H]([C@@H](C)O)[C@H]2O[C@H](SC)[C@H](O)[C@@H](O)C2O)N(C)C1 (stereo not given in full)
[26] O=C(O)c1cccc(N2C(=O)c3cccc4cccc(c34)C2=O)c1
[27] COc1ccc(S(=O)(=O)N2CCN(CC(=O)NC(Cc3ccccc3)C(C)=O)CC2)cc1 (stereo not given)
[28] Cc1ccc(S(=O)(=O)N(C)c2ccc(OCC(=O)OCc3ccc(C#N)cc3)cc2)cc1
[29] CC(C)[C@H](NC(=O)c1ccccc1F)C(=O)NC1CCCCC1
[30] COc1cccc(C(=O)Nc2cccc3ccccc23)c1
[31] Cc1nc(NC(=O)COC(=O)CNC(=O)c2ccco2)c(Cl)cc1Cl
[32] CSCCC(NC(=O)c1cccc(C)c1)C(=O)NNC(=O)c1cccs1 (stereo not given)
assay / entry	25	26	27	28	29	30	31	32
CR mimetic SO	93.3	98.8	110.1	107.1	93.2	98.2	95.4	116.0
JMJD2C inh	-6.5	27.6	0.3	-0.4	-1.5	7.0	-3.9	-2.0

[33] CC(C)=CCC/C(C)=C/CNC(=O)CC1C[C@H](C(=O)N2CCOCC2)[C@@]2(C)c3[nH]c4ccccc4c3CCN2C1=O (stereo not given in full)
[34] CC(C)(CNCc1ccccc1)NS(=O)(=O)c1ccc(Cl)cc1
[35] CC1(CCc2ccccc2)NC(=O)N(CC(=O)Nc2c(F)cccc2F)C1=O (stereo not given)
[36] COCCCN(C(=O)C1CCCCC1)c1c(N)n(Cc2ccccc2)c(=O)[nH]c1=O
[37] COc1cc(-c2noc(C)c2C(=O)NCc2ccc(C)o2)cc(OC)c1OC
[38] Cc1ccsc1C(=O)OCC(=O)N1C(C)CCCC1C (stereo not given)
[39] CSc1ncccc1C(=O)OCC(=O)c1cc(C)n(C)c1C
[40] C[C@H](CO)N1C[C@H](C)[C@@H](CN(C)S(=O)(=O)c2cn(C)cn2)Oc2ccc(NC(=O)Cc3ccccc3)cc2C1=O
assay / entry	33	34	35	36	37	38	39	40
CR mimetic SO	97.5	96.0	111.0	80.3	99.0	111.5	85.7	106.7
JMJD2C inh	0.0	4.7	-4.5	9.9	-9.8	4.5	2.3	-26.1

[41] CC(C)CC(=O)OC(C)(C)[C@@H]1Cc2c(ccc3ccc(=O)oc23)O1
[42] O=C1NC(=Nc2ccccc2Cl)SC1(CO)CO
[43] CC1(C)C[C@H]2C3=CCC4[C@@]5(C)CC[C@H](O[C@@H]6O[C@H](C(=O)O)[C@@H](O)[C@H](O)[C@H]6O)[C@@](C)(CO)C5CC[C@@]4(C)[C@]3(C)C[C@H](O)[C@@]2(CO)[C@@H](O)[C@@H]1O (stereo not given in full)
[44] Cc1ccc(C(=O)C[n+]2ccccc2)cc1
[45] O=c1c([N+](=O)[O-])cccn1Cc1cccc(Br)c1
[46] Cc1cnc(NC(=O)C2CC(=O)N(c3ccc4c(c3)OCCO4)C2)s1 (stereo not given)
[47] CC(C)N(C)Cc1nnnn1CC(=O)NCc1cc(F)cc(C(F)(F)F)c1
[48] CC1CC(C)CN(C(=O)COC(=O)c2ccc(N3CCCC3=O)cc2)C1 (stereo not given)
assay / entry	41	42	43	44	45	46	47	48
CR mimetic SO	102.6	96.7	97.2	98.1	121.2	89.2	100.3	100.7
JMJD2C inh	-2.1	-2.9	2.7	-0.5	4.5	4.6	8.1	7.6

[49] COc1ccc(S(=O)(=O)N2CCCCC2)cc1NS(=O)(=O)c1ccccc1
[50] CC(=O)c1ccc(-c2csc(N3CCC(C(N)=O)CC3)n2)cc1
[51] COc1cc(C(=O)NC23CC4CC(CC(C4)C2)C3)cc(OC)c1OC
[52] CC(C)Oc1ccccc1/C=N/NC(=O)C1CCCC1
[53] C1=C(c2cc3ccccc3cn2)CCCC1
[54] Cc1ccc(NC(=O)c2cc(=O)[nH]c3ccccc23)cc1C
[55] COc1ccc(OC)c(NC(=O)CCN2C(=O)c3ccccc3C2=O)c1
[56] C[C@H](CO)N1C[C@H](C)[C@@H](CN(C)S(=O)(=O)c2ccc(F)cc2)Oc2c(NC(=O)NC3CCCCC3)cccc2C1=O
assay / entry	49	50	51	52	53	54	55	56
CR mimetic SO	115.7	117.3	102.2	101.3	103.2	102.7	101.3	110.3
JMJD2C inh	4.3	-18.8	4.1	-0.6	5.2	24.6	0.1	-6.4

[57] C[C@H](CO)N1C[C@H](C)[C@@H](CN(C)Cc2ccc(Cl)c(Cl)c2)Oc2c(NC(=O)C3CC3)cccc2C1=O
[58] Cc1ccc(C(=O)NNCC(=O)Nc2ccc(Cl)cc2F)cc1
[59] Cc1cc(NC(=O)COC(=O)c2cnccn2)ccc1Br
[60] N#Cc1ccccc1NC(=O)COC(=O)c1cccs1
[61] CCCN1C2CCCC1CC(NC(=O)c1ccc(C(C)(C)C)cc1)C2 (stereo not given)
[62] COc1ccccc1CN1CC(C(=O)NCCN2CCOC2=O)CCC1=O (stereo not given)
[63] CC(C)c1ccc(NC(=O)Cn2ncc3ccccc32)cc1
[64] C[C@H](NC(=O)Cc1cccc2ccccc12)C(=O)N1CCOCC1
assay / entry	57	58	59	60	61	62	63	64
CR mimetic SO	86.2	97.0	104.0	103.2	97.7	80.6	95.0	112.2
JMJD2C inh	13.2	-0.6	0.3	0.8	3.2	-4.9	2.1	5.2

Entries of single compounds, looked up by structure. Order of values: CR mimetic SO | JMJD2C inh
Cc1cc(NC(=O)COC(=O)c2cnccn2)ccc1Br across the screens: 104.0 | 0.3
Cc1ccc(C(=O)NNCC(=O)Nc2ccc(Cl)cc2F)cc1 across the screens: 97.0 | -0.6
N#Cc1ccccc1NC(=O)COC(=O)c1cccs1 across the screens: 103.2 | 0.8
COc1ccccc1CN1CC(C(=O)NCCN2CCOC2=O)CCC1=O (stereo not given) across the screens: 80.6 | -4.9

Some values from the list:
compound 63 @ CR mimetic SO = 95.0
compound 58 @ CR mimetic SO = 97.0
compound 59 @ JMJD2C inh = 0.3

(cont.)
[65] COc1ccc(NC(=O)N2CCN(S(=O)(=O)c3ccc(F)cc3)CC2)c(OC)c1
[66] CN1CCN(c2nc(-c3ccccc3Cl)nc3ccccc23)CC1
[67] COc1ccc(NC(=S)N2CCN(S(=O)(=O)c3ccc(F)cc3)CC2)cc1
[68] CCC(CO)Oc1cc(NC(=O)c2ccccc2C)c2ncn(C(C)C)c2c1 (stereo not given)
[69] CCCCOc1ccc(C(=O)NCC(=O)OCC(=O)c2c(N)n(C)c(=O)n(C)c2=O)cc1
[70] CCN1CCN(CC(=O)Nc2cc(S(=O)(=O)N(CC)c3ccccc3)ccc2Cl)CC1
[71] CC(C)(C)OC(=O)N1CCCC(C(=O)Nc2ccc(C(=O)N3CCCC3)cc2)C1 (stereo not given)
[72] CCCc1cc(=O)[nH]c(SCC(=O)N2CCCCCC2)n1
assay / entry	65	66	67	68	69	70	71	72
CR mimetic SO	108.8	106.0	103.7	105.4	102.6	77.2	103.4	101.1
JMJD2C inh	11.7	1.7	-2.3	1.4	-7.9	7.3	5.6	1.7

[73] COc1cc(C(=O)COC(=O)c2ccncc2)cc(OC)c1OC
[74] CC[C@]12c3[nH]c4ccccc4c3CCN1C(=O)C(CC(=O)NCCN1CCOCC1)C[C@@H]2C(=O)N1CCN(C(=O)c2ccco2)CC1 (stereo not given in full)
[75] COC(=O)C1=CN(Cc2ccc(OC)c(OC)c2)C=C(C(=O)OC)C1c1ccccc1F
[76] Cn1c(N)c(C(=O)COC(=O)Cc2c(F)cccc2Cl)c(=O)n(C)c1=O
[77] CC(=NNC(=O)Cn1ccc(C(F)(F)F)n1)c1ccc(-n2ccnc2)cc1
[78] CNc1nc2ccccc2n1CC(=O)c1ccccc1
[79] O=C(COC(=O)c1cc(=O)[nH]c(=O)[nH]1)Nc1ccccc1F
[80] COc1cccc(C(=O)OCC(=O)N2CCc3ccccc3C2)c1
assay / entry	73	74	75	76	77	78	79	80
CR mimetic SO	111.4	88.7	95.9	80.5	113.2	101.7	113.9	86.4
JMJD2C inh	13.3	-4.9	-12.2	1.0	4.9	4.0	8.2	-2.9

[81] C[C@H]1COC(=O)CC/C=C\C[C@H](CC(=O)N(CCO)Cc2ccccc2)C(=O)N1
[82] Cc1ccc(NC(=O)NC2CCCCCCC2)cc1C
[83] O=C(CN1C(=O)NC2(CCCC2)C1=O)NCCc1ccccc1
[84] Cc1ccc(C(=O)NCC(=O)OC2CCCCC2=O)cc1C (stereo not given)
[85] C[C@H](CO)N1C[C@H](C)[C@@H](CN(C)C(=O)Nc2ccc3c(c2)OCO3)Oc2c(NS(=O)(=O)c3ccccc3)cccc2C1=O
[86] CSc1ncccc1C(=O)OCC(=O)c1ccc(C)s1
[87] COc1ccc(NC(=O)Nc2cccc3c2O[C@H](CN(C)S(=O)(=O)c2ccc(OC)cc2)[C@@H](C)CN([C@H](C)CO)C3=O)cc1
[88] Cc1noc(C)c1S(=O)(=O)N(C)C[C@H]1Oc2c(NC(=O)C3CCCCC3)cccc2C(=O)N([C@H](C)CO)C[C@@H]1C
assay / entry	81	82	83	84	85	86	87	88
CR mimetic SO	108.8	123.8	106.3	92.0	95.0	100.7	96.6	94.9
JMJD2C inh	2.4	-6.6	2.2	3.0	16.5	-1.0	2.7	-4.0

The list is partial. The share of hits here may be higher or lower than overall.
